# N370S GC = qHTS Assay for Inhibitors and Activators of N370S glucocerebrosidase as a Potential Chaperone Treatment of Gaucher Disease | 330,000 tested, 0.092% active | Lysosomal acid glucosylceramidase (Homo sapiens), P04062 | Potency, µM (doses to about 59.4 µM), for the others: at the top dose activity change, negative = inhibition, hits mostly inhibitors | AID 2101, 2009 | N370S GC spleen homogenate, 4MU-glucoside fluorescence;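 further: 0% = full enzyme activity and -100% = no enzyme basal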
# TDP1 cell CPT = qHTS for Inhibitors of human tyrosyl-DNA phosphodiesterase 1 (TDP1): qHTS in cells in presence of CPT; 420,000 tested, 12% active; AID 686979, 2013; Potency, µM (series often up to 46.2 µM), without a hit: at the top dose activity change, negative = growth inhibition, hits mostly inhibitors; chicken DT40 Tdp1-/-;hTDP1 cells + 20 nM CPT, ATP luminescence, 48 h; further: nearly all actives have a fitted effect of over 55% in size
#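 Chicken DT40 Tdp1-/- cells stably complemented with human TDP1 were seeded at 400 cells/well in medium containing 20 nM camptothecin, exposed to pin-transferred compounds, and grown at 37 °C for at least 48 hr. Viability was read as ATP luminescence.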
# FEN1 inhibitor = qHTS Assay for the Inhibitors of Human Flap endonuclease 1 (FEN1) | 390,000 tested, 0.35% active | P39748 | AID 588795, 2011 | Potency, µM (series often up to 114 µM), inactives show at the highest dose activity change, negative = inhibition, usual class: inhibitors | Recombinant FEN1 flap cleavage, fluorescence, 15 min; further: nearly all actives have a fitted effect of over 65% in size
# Target sequence (P39748 whole entry, looked up): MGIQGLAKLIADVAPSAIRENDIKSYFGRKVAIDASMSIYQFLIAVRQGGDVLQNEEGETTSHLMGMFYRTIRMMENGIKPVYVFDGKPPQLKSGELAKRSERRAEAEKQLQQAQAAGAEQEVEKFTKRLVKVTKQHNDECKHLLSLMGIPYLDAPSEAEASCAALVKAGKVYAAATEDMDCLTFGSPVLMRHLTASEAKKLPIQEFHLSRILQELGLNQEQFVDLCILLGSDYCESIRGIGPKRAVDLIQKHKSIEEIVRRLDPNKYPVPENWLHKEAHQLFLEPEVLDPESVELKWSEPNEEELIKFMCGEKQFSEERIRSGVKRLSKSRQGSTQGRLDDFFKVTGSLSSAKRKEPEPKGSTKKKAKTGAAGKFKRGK
#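 Reaction started by adding substrate (50 nM final) to 10 nM enzyme after 15 min room-temperature compound preincubation. Reads at 0 and 15 min, with data normalized and fitted to a four-parameter Hill equation.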
# An asterisk follows results filed as active; ? = inconclusive; nt = not tested or not shown; [ ] = dose if it differs, or a comment. The call rests on the fitted dose curve; in most records, active means well fitted curve in the direction sought with a large enough effect; inconclusive means small, poorly fitted or top-dose-only effect, or another doubt; inactive means no such curve, though single readings can be large; an effect the other way counts as inactive or inconclusive. Unless noted, on the % scale 0 is the no-effect control and ±100 the full control effect; potency means the concentration at half of the fitted maximal effect. Some of the compounds tested, so the mix of outcomes need not match the whole.
# Results follow in this order: N370S GC, TDP1 cell CPT, FEN1 inhibitor
1	CC1=C(C(=O)Nc2cc(C)ccn2)C(c2cnn(C)c2)C2=C(CC(c3ccccc3)CC2=O)N1 (stereo unspecified)
  5%, -11%, 0%
2	COc1cc(/C=N/NC(=O)CN2CCCCC2)ccc1OCc1ccc(Br)cc1
  ?, ?, ?
3	CCCn1c(NC(=O)c2ccc(F)cc2)nc2ccccc21
  -12%, -18%, 2%
4	COc1cc(/C=N/NC(=O)c2nnn(-c3nonc3N)c2-c2cccs2)ccc1O
  -10%, -4%, 18%
5	CCOC(=O)/C(C#N)=C1/C(=O)N(Cc2ccccc2)c2ccccc21
  -8%, 7.3µM*, -25%
6	Cc1c2cnn(-c3ccccc3)c(=O)c2c(C)n1CC(=O)NCc1ccc(Cl)cc1
  nt, -26%, 13%
7	CCOC(=O)c1[nH]cnc1C(=O)NC1CCCCC1
  nt, -18%, -4%
8	O=C(NNC(=O)c1cc(Br)ccc1Cl)c1csc(N2CCOCC2)n1
  -4%, -1%, -5%
9	FC(F)(F)c1ccccc1-c1ccc2ncnc(NCc3cccnc3)c2c1
  -17%, 2.1µM*, nt
10	Cc1ccc2nccnc2c1
  nt, 3.5µM*, -6%
11	CCCCN1C(=N)N([C@@H](C)CN2CCC[C@H]2CN2C(N)=NC[C@@H]2Cc2ccccc2)C[C@H]1Cc1ccccc1
  nt, ?, 15%
12	O=C(N/N=C/c1cccnc1)c1cccc(NC(=O)c2ccc(Cl)cc2)c1
  -3%, -2%, -28%
13	COc1ccc(S(=O)(=O)N2CCN(C(=O)N(C)C)C2C)cc1 (stereo unspecified)
  -3%, 25%, 1%
14	CC1CCN(S(=O)(=O)c2ccc3c(c2)N(CC(=O)NC(C)C)C(=O)CS3)CC1
  nt, 0%, 0%
15	O=C(CCc1nc2ccccc2c(=O)[nH]1)NC1CCN(Cc2ccccc2)CC1
  -3%, -28%, 3%

# Results follow in this order: N370S GC, TDP1 cell CPT, FEN1 inhibitor
16	CCOc1ccccc1NC(=O)CCCCCN1C(=O)[C@@H]2Cc3ccccc3CN2C1=O
  4%, -1%, -9%
17	COc1cccc(OCc2cc(C(=O)N(Cc3ccccc3)CC3CC3)no2)c1
  1%, -27%, -26%
18	O=C(c1cc(C(F)(F)F)cc(C(F)(F)F)c1)N1CCC2(CCCN(c3ncccn3)C2)CC1
  19%, ?, nt
19	CCCCSc1nc2sc3c(c2c(=O)n1-c1ccccc1)CCN(C)C3
  -2%, 9.2µM*, -13%
20	O=C(Nc1ccc(O)cc1)N1CCOCC1
  -15%, -16%, -2%
21	CCCCNC(=O)c1[nH]c(C)c(C(C)=O)c1C
  -18%, 42%[activator], -12%
22	CCOC(=O)c1c(NC(=O)CC2SC(N)=NC2=O)sc2c1CCC(C)C2 (stereo unspecified)
  9%, 5%, -23%
23	O=C(c1cc(C(=O)c2ccco2)cc(C(=O)c2ccco2)c1)c1ccco1
  0%, -3%, 9%
24	CN1C(=O)/C(=C/c2ccccc2Cl)Sc2ccc(C(=O)NCc3cccnc3)cc21
  -4%, ?, -22%
25	CCOC(=O)C1CCN(C(=O)CN(c2ccc(Oc3ccccc3)cc2)S(C)(=O)=O)CC1
  30%, 8%, -2%
26	CN(C(=O)COC(=O)Cc1c(Cl)cccc1Cl)C1CCS(=O)(=O)C1 (stereo unspecified)
  nt, -28%, 26%
27	Nc1cccnc1-n1nc(C(F)(F)F)cc1C(F)(F)F
  24%, -1%, -4%
28	O=C(O)CN(c1ccccn1)S(=O)(=O)c1ccc(Cl)cc1
  -4%, -7%, -5%
29	COc1ccc(Oc2cn[nH]c2-c2ccc(OC)cc2O)cc1
  -2%, 26µM*, -9%
30	CCOc1ncccc1C(=O)OCc1c(F)cccc1Cl
  -8%, 16%, -10%

# Reformatted: seven of the compounds above.
17	COc1cccc(OCc2cc(C(=O)N(Cc3ccccc3)CC3CC3)no2)c1
20	O=C(Nc1ccc(O)cc1)N1CCOCC1
13	COc1ccc(S(=O)(=O)N2CCN(C(=O)N(C)C)C2C)cc1 (stereo unspecified)
28	O=C(O)CN(c1ccccn1)S(=O)(=O)c1ccc(Cl)cc1
25	CCOC(=O)C1CCN(C(=O)CN(c2ccc(Oc3ccccc3)cc2)S(C)(=O)=O)CC1
26	CN(C(=O)COC(=O)Cc1c(Cl)cccc1Cl)C1CCS(=O)(=O)C1 (stereo unspecified)
5	CCOC(=O)/C(C#N)=C1/C(=O)N(Cc2ccccc2)c2ccccc21
entry no. | 17 | 20 | 13 | 28 | 25 | 26 | 5
N370S GC | 1% | -15% | -3% | -4% | 30% | nt | -8%
TDP1 cell CPT | -27% | -16% | 25% | -7% | 8% | -28% | 7.3µM*
FEN1 inhibitor | -26% | -2% | 1% | -5% | -2% | 26% | -25%

# Carrying on.
# Results follow in this order: N370S GC, TDP1 cell CPT, FEN1 inhibitor
31	CC1CCN(S(=O)(=O)c2cc3c4c(c2)CC(=O)N4CCC3)CC1
  nt, -17%, -5%
32	CN(CC(=O)Nc1cccc(F)c1)C(=O)c1ccccc1Cc1ccccc1
  -11%, ?, -22%
33	O=C(CSc1ccc(-c2ccccn2)nn1)N1CCCCC1
  -1%, -6%, 3%
34	COC(=O)CCCC(=O)N1CCCC(CCC(=O)NCc2ccc(F)c(F)c2)C1 (stereo unspecified)
  3%, -10%, -1%
35	CC(=O)N1CCc2[nH]c3ccccc3c2C1
  6%, 1%, 1%
36	CCC1CN(C(=O)N2CCC(C(=O)Nc3ccccc3OC)CC2)c2ccccc2O1 (stereo unspecified)
  -18%, 18µM*, 6%
37	COc1cc(C(C)=O)ccc1Oc1ncnc2c1cnn2-c1ccc(C)c(C)c1
  11%, 12µM*, 6%
38	COc1ccc(Br)c2oc(SC)cc(=O)c12
  -17%[89.1 µM], -13%, -2%
39	COc1ccccc1NS(=O)(=O)c1ccc(Cl)c(NC(=O)C(C)N2C(=O)c3ccccc3C2=O)c1 (stereo unspecified)
  5%, 5%, -1%
40	COc1ccc(C2c3[nH]c4ccccc4c3C[C@H]3C(=O)N(c4ccccc4C(=O)N4CCC[C@H]4C(=O)O)C(=O)N23)cc1 (stereo partly specified)
  0%, 6%, 18%
41	Cc1ccc(O)c(CNc2nc3ccccc3n2C(C)C)c1
  -7%, ?, 13%
42	COC(=O)c1cn(C(=O)c2cc(OC)c(OC)c(OC)c2)c2ccccc12
  0%, -21%, 0%
43	O=C(CCC(=O)c1ccc(F)cc1)Nc1ccc(Cl)cc1
  nt, 2%, -3%
44	CCN(CC)c1ccc(NC(=O)c2ccc3c(c2)c(C)c(C)n3C)cc1
  -14%, 23µM*, -12%
45	O=C(NCc1ccccc1)C(c1cccnc1)N(Cc1ccco1)C(=O)c1ccccn1 (stereo unspecified)
  -17%, -14%, 3%

# Filtered by structure: the entries above containing an NH in an aromatic ring (6)
# Results follow in this order: N370S GC, TDP1 cell CPT, FEN1 inhibitor
7	CCOC(=O)c1[nH]cnc1C(=O)NC1CCCCC1
  nt, -18%, -4%
15	O=C(CCc1nc2ccccc2c(=O)[nH]1)NC1CCN(Cc2ccccc2)CC1
  -3%, -28%, 3%
21	CCCCNC(=O)c1[nH]c(C)c(C(C)=O)c1C
  -18%, 42%[activator], -12%
29	COc1ccc(Oc2cn[nH]c2-c2ccc(OC)cc2O)cc1
  -2%, 26µM*, -9%
35	CC(=O)N1CCc2[nH]c3ccccc3c2C1
  6%, 1%, 1%
40	COc1ccc(C2c3[nH]c4ccccc4c3C[C@H]3C(=O)N(c4ccccc4C(=O)N4CCC[C@H]4C(=O)O)C(=O)N23)cc1 (stereo partly specified)
  0%, 6%, 18%

# Continued.
# Results follow in this order: N370S GC, TDP1 cell CPT, FEN1 inhibitor
46	CCC(C)NC(=O)CCn1c(=O)c2cccn2c2ccc(F)cc21 (stereo unspecified)
  3%, 1%, -6%
47	Cc1ccc([N+](=O)[O-])c(OCCCN2CCCCCC2)c1
  -18%, ?, 5%
48	CCOc1ccc2nc(SCC(=O)NC(=O)NCc3ccco3)[nH]c2c1
  17%, -2%, -4%
49	CCc1nc2ccc(C(=O)N3CCN(c4cccc(C(F)(F)F)c4)CC3)cc2nc1CC
  -2%, ?, -10%
50	COc1ccc(C(CNC(=O)c2oc3ccccc3c2C)N2CCCC2)cc1 (stereo unspecified)
  nt, 21µM*, -10%
51	COc1ccccc1N1CCN(/N=C/c2cccc(OC)c2OC)CC1
  1%, -17%, 3%
52	O=C(c1cnc2ccccn2c1=O)N1CCCc2ccccc21
  1%, -14%, 0%
53	CC(=O)Oc1ccc(/C=C(\NC(=O)c2ccco2)C(=O)Nc2ccc(C(C)=O)cc2)cc1
  -14%, -1%, -4%
54	CN(C)Cc1c(C(=O)N/N=C/CCc2ccccc2)nnn1-c1nonc1N
  3%, 7%, -8%
55	COC(=O)c1ccc(CNC(=O)C2CCC(=O)N(CCc3ccccc3)C2)cc1 (stereo unspecified)
  -2%, -14%, 0%
56	Cc1ccc(NC(=O)c2oc3ccccc3c2C)c([N+](=O)[O-])c1
  6%, -18%, -12%
57	COc1ccc(NC(=O)CSC2=NN3CCCC(=O)N=C3S2)c(OC)c1
  2%, -5%, 17%
58	C/C(Cc1ccccc1)=N\NC(=O)c1cccnc1
  1%, 6%, 7%
59	CCc1ccc(OC(=O)c2cccnc2)cc1
  1%, -9%, 14%
60	CCc1c(C2(O)CCCCC2)[nH]c2cc(C(F)(F)F)ccc12
  2%, ?, ?

# Results follow in this order: N370S GC, TDP1 cell CPT, FEN1 inhibitor
61	COc1ccc(CNc2ncc(-c3ccccc3)n2C)cc1
  -12%, -26%, -4%
62	CC(OC(=O)c1cccc(NS(C)(=O)=O)c1)C(=O)Nc1ccc(N2CCOCC2)cc1 (stereo unspecified)
  -3%, -9%, -2%
63	CCOC(=O)N1CCN(C(=O)COc2cccc3c2CCN(Cc2ccccc2C)C3=O)CC1
  28%, ?, -3%
64	COc1ccc(OCCOCCN2CCc3ccccc3C2)cc1
  2%, -25%, -21%
65	CCOc1ccc(NC(=O)C/C(N)=N/O)cc1
  0%, -14%, -2%
66	O=C1OCCC1Sc1nnc2c(n1)[nH]c1ccccc12 (stereo unspecified)
  nt, 12%, -8%
67	CC1CCCCN1CCNC(=O)c1ccc2c(=O)n(CCc3ccccc3)c(=O)[nH]c2c1 (stereo unspecified)
  -5%, ?, 1%
68	CCC1OC(c2ccc([N+](=O)[O-])cc2)=Nc2ccccc21 (stereo unspecified)
  3%, 4%, -20%
69	COc1ccccc1C(=O)Nc1cccc(NC(=O)c2ccccc2C)c1
  -1%, ?, -15%
70	O=C(CSc1ncnc2nc[nH]c12)N1CCN(c2ccccc2)CC1
  1%, 1%, 4%
71	Cc1c(-c2ccccc2)nc(N)c(C#N)c1-c1ccco1
  6%, 1%, -3%
72	Cc1ccc(OCC(=O)O)c(-n2nc3ccccc3n2)c1
  4%, 0%, -3%
73	COc1ccccc1OCCCOc1c(C)cc(C)cc1Br
  3%, -13%, -10%
74	CN(C)/C(=N\O)c1c(Cl)cccc1Cl
  -7%, -7%, -4%
75	Cc1onc(-c2ccccc2)c1C(=O)NCCCc1ccccc1
  nt, -19%, 14%

# Results follow in this order: N370S GC, TDP1 cell CPT, FEN1 inhibitor
76	CNC(=O)c1ccc(NC(=O)/C=C/c2cccc(F)c2)cc1
  -2%, 8%, 20%
77	Cc1ccc(S(=O)(=O)Nc2ccc(Cl)cn2)cc1C
  -1%, 7%, -11%
78	Clc1ccccc1Cn1nnc2ccccc21
  12%, -18%, -5%
79	Cc1ccc(-c2nnc3c4ccccc4c(C)nn23)cc1S(=O)(=O)N1CCN(CCO)CC1
  16µM*, ?, -16%
80	CC12CCC(=O)N1C(C(=O)NNC(=O)c1ccccc1)CS2 (stereo unspecified)
  -16%, 1%, 9%

# Record cards (already shown). Order of values: N370S GC, TDP1 cell CPT, FEN1 inhibitor
# Shown for COc1ccc(C2c3[nH]c4ccccc4c3C[C@H]3C(=O)N(c4ccccc4C(=O)N4CCC[C@H]4C(=O)O)C(=O)N23)cc1 (stereo partly specified) = 0%, 6%, 18%
# Shown for CCc1ccc(OC(=O)c2cccnc2)cc1 = 1%, -9%, 14%
# Shown for O=C(CSc1ccc(-c2ccccn2)nn1)N1CCCCC1 = -1%, -6%, 3%

# High-throughput results deposited in PubChem by National Center for Advancing Translational Sciences (NCATS).
